Screening results: PubChem, National Center for Advancing Translational Sciences (NCATS)
G9a block: inhibitors of human histone lysine methyltransferase G9a; G9a H3K9 monomethylation, AlphaScreen, 2 h; Potency, µM (doses to about 102 µM), for inactives: top-dose activity, negative = inhibition, most hits filed as inhibitors; AID 504332; actives 8.8% (n = 350,000); also: potency is read from the fitted curve at half-maximal effect; % is scaled to controls: 0 for no effect and ±100 for the full control effect; nearly all actives have a fitted effect of over 75% in size
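Enzyme 20 nM + cpd, 15 min RT; add b-H3K9 pep 500 nM / SAM 20 uM; 2 h RT; anti-H3K9me1 Ab 0.5 ug/mL + SA donor / anti-rabbit acceptor beads 20 ug/mL each, 10 min; AlphaScreen read.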
ERG Ets-DNA blk: inhibitors of human ERG Ets domain-DNA interaction. Potency, µM (doses to about 76.9 µM), inactives show at the top dose FP activity, negative = inhibition, usual class: inhibitors. actives 0.028% (n = 370,000). AID 624246. P11308. fluorescence polarization, His-ERG Ets domain / labelled DNA; active = well fitted inhibition curve with a large enough effect in the polarisation, with a control signal flat; inconclusive = small, poorly fitted or top-dose-only effect, or effect the other way, or a change in a side signal; inactive = no such curve, though single readings can be large or run the other way; the % refers to the polarisation;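 also: polarization taken with two DNA probes labelled with fluorescein and Texas red; potency is read from the fitted curve at half-maximal effect; % of control where 0% means no effect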
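His-tagged ERG Ets domain (1 uM in the protein solution; 300mM KCl, 50mM Tris-HCl, 1mM EDTA, 1mM DTT, pH 7.5) received compound, then a probe mix of 5 nM fluorescein-DNA and 100nM Texas-615-DNA. Fluorescence polarization was read for both dyes.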
PI4K2A block: inhibitors of human PI4K2A | Q9BTU6 | purified PI4K2A, ADP-Glo luminescence, 1 h; hits give low values | activity change, negative = inhibition, % at 76.9 µM | actives 0.13% (n = 420,000) | AID 1346378; in the data active = activity change below about -50%; inconclusive = mostly about -30% to -49%;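 also: -100% = wells without enzyme as full effect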
Target sequence (Q9BTU6 whole entry, looked up): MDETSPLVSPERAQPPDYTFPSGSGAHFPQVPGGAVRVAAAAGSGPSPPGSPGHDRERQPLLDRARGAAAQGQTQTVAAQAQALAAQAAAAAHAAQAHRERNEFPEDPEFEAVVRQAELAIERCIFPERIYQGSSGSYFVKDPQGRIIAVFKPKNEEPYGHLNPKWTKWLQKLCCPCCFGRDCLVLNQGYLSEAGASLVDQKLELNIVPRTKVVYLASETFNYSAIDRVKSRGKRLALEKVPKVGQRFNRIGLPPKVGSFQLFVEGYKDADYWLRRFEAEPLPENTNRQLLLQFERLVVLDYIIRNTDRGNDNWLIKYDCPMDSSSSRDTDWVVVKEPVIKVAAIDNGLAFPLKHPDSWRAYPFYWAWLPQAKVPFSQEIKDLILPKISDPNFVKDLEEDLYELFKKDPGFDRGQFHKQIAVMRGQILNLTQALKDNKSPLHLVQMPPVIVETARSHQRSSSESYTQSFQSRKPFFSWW
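Compounds are screened against recombinant PI4K2A using PI as substrate and ATP, the latter dispensed at 300 microM. Reactions run one hour at ambient temperature before ADP-Glo detection; full inhibition defined by wells lacking enzyme.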
HP1b binding inh: HP1-beta chromodomain-methylated histone interaction inhibition | actives 0.56% (n = 390,000) | P83916 | AID 540317 | Potency, µM (highest dose often 114 µM), without a hit: at the highest dose activity change, negative = inhibition, actives largely listed as inhibitors | AlphaScreen HP1-beta / biotin-H3K9me3 peptide binding; also: potency is read from the fitted curve at half-maximal effect; nearly all actives have a fitted effect of over 70% in size; inactives centre near 23
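Compound inhibition of the preformed complex between 50 nM HP1-beta and 50 nM biotinylated H3K9me3 peptide was read by AlphaScreen. Buffer was PBS pH 7.4 with 0.01% Tween-20. Incubations ran 30 min at room temperature, with 10 ug/mL donor/acceptor beads.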
JMJD2A Tudor inh: inhibitors of human JMJD2A Tudor domain. O75164. AlphaScreen JMJD2A-Tudor / H3K4me3 peptide binding. Potency, µM (top dose mostly 114 µM), for inactives: at the top dose activity change, negative = inhibition, usual class: inhibitors. actives 4.4% (n = 390,000). AID 504339; also: potency is read from the fitted curve at half-maximal effect; % is scaled to controls: 0 for no effect and ±100 for the full control effect; nearly all actives have a fitted effect of over 50% in size
GLS inhibitor: glutaminase GLS (human) inhibition | AID 624170 | actives 0.21% (n = 410,000) | Potency, µM (top dose mostly 45.5 µM), for the others: at the top dose activity change, negative = inhibition, actives largely listed as inhibitors | GLS enzymatic activity, qHTS titration | O94925; also: potency is read from the fitted curve at half-maximal effect; % is scaled to controls: 0 for no effect and ±100 for the full control effect
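Coupled fluorescence readout: glutamate oxidase/HRP/Amplex Red detect glutamate formed by hKGA from L-glutamine (1 mM solution added). Buffer 45 mM KH2PO4 pH 8.2, 0.02% Tween-20; reads at t0 and 30 min RT.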
RGS4 inh: human RGS4 inhibition; P49798; Potency, µM (highest dose often 114 µM), for the others: at the highest dose activity change, negative = inhibition, most hits filed as inhibitors; actives 0.039% (n = 390,000); AID 504845; Transcreener GDP fluorescence polarization, RGS4-accelerated GTP hydrolysis; also: potency is read from the fitted curve at half-maximal effect; % is scaled to controls: 0 for no effect and ±100 for the full control effect; nearly all actives have a fitted effect of over 75% in size; some results filed as inactive show a strong effect at the top dose
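MLSMR compounds (23 nl, pin-transferred) preincubated 10 min at room temperature with a 500nM (2x) first reagent, then RGS4 at 900nM (2x) plus Transcreener GDP mix added; fluorescence polarization (620/688 nm) read before and after 90 min at 30 °C.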
12-LOX inh: inhibitors of human 12S-lipoxygenase ALOX12. P18054. purified 12hLO, xylenol orange hydroperoxide absorbance. Potency, µM (doses to about 108 µM), without a hit: at the top dose activity change, negative = inhibition, hits mostly inhibitors. actives 1.1% (n = 580,000). AID 1671190; also: potency is read from the fitted curve at half-maximal effect; % is scaled to controls: 0 for no effect and ±100 for the full control effect
Target sequence (P18054 whole entry, looked up): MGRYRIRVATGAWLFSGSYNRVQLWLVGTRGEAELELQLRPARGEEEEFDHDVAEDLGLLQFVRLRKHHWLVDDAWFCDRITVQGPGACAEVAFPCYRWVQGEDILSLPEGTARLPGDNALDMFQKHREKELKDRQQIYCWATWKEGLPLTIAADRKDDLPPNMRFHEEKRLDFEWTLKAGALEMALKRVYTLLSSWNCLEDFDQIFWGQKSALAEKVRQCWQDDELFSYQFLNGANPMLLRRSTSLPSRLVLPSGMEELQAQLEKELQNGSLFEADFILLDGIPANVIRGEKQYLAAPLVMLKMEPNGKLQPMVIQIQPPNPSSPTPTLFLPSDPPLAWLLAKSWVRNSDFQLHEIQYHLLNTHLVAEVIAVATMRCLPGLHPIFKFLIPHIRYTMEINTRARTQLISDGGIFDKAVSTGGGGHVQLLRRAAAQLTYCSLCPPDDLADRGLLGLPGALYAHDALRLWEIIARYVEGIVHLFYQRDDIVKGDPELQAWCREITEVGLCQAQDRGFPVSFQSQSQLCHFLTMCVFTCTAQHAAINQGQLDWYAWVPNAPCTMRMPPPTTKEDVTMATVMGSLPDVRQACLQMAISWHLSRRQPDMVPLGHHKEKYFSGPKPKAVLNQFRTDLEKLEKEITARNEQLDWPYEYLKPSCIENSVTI
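Purified human 12hLO at 150 nM in 25 mM Hepes, 0.01% Triton X-100, pH 7.0, preincubated 15 min at room temperature with compound. Reaction started with 40 uM arachidonic acid, 30 min at room temperature. Hydroperoxide measured by Fe-xylenol orange, 573/405 nm absorbance ratio.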
BAZ2B inh: inhibitors of human BAZ2B bromodomain | AlphaScreen BAZ2B-H3K14Ac peptide displacement | Potency, µM (titrated, usually from 114 µM), without a hit: at the highest dose activity change, negative = inhibition, most hits filed as inhibitors | actives 4.4% (n = 360,000) | AID 504333; also: potency is read from the fitted curve at half-maximal effect; % is scaled to controls: 0 for no effect and ±100 for the full control effect; nearly all actives have a fitted effect of over 60% in size
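Protein-peptide AlphaScreen: BAZ2B 50 nM, b-H3K14Ac 50 nM, 1x PBS pH 7.4 + 0.01% Tween-20. Preincubation 30 min RT; cpd 30 min RT (top 110 uM); beads 20 min RT, light-protected.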
Active calls of the source: *; [ ] = remark or other dose. Unless noted, calls follow the shape of the dose curve; as a rule, active = well fitted curve in the direction sought with a large enough effect; inconclusive = small, poorly fitted or top-dose-only effect, or another doubt; inactive = no such curve, though single readings can be large; an effect the other way counts as inactive or inconclusive.

For Brc1cccc(C2Nc3cccc4cccc(c34)N2)c1 the results were G9a block 35µM*, ERG Ets-DNA blk -6%, PI4K2A block -5, HP1b binding inh -13%, JMJD2A Tudor inh -13%, GLS inhibitor -18%, RGS4 inh -16%, 12-LOX inh 6% and BAZ2B inh inconclusive.
COC(=O)C1=C(C)Nc2ncnn2C1c1ccccn1 (stereo not drawn) was read as G9a block inconclusive, ERG Ets-DNA blk 0%, PI4K2A block 9, HP1b binding inh 18%, JMJD2A Tudor inh -2%, GLS inhibitor 14%, RGS4 inh -1%, 12-LOX inh 13% and BAZ2B inh 5%.
CCN1C(=O)N[C@@H](CCc2ccccc2)C(C(=O)OC)=C1C was read as ERG Ets-DNA blk -5%, PI4K2A block 1, HP1b binding inh 36%, JMJD2A Tudor inh -12%, GLS inhibitor 6%, RGS4 inh -15% and 12-LOX inh 14%.
Screening CCCCNCc1cc(Cl)c(OCCC)c(OCC)c1 returned G9a block 0%[59 µM], ERG Ets-DNA blk -8%, PI4K2A block 16, HP1b binding inh 35%, JMJD2A Tudor inh 1%, GLS inhibitor -8%, RGS4 inh 1%, 12-LOX inh 13% and BAZ2B inh -2%.
COc1ccc(C2C(C#N)=C(N)N(c3cccnc3)C3=C2C(=O)CCC3)cc1Cn1cc([N+](=O)[O-])cn1 (stereo not drawn) was read as G9a block -7%[59 µM], ERG Ets-DNA blk 2%, PI4K2A block -9, HP1b binding inh 29%, JMJD2A Tudor inh -7%, GLS inhibitor 1%, RGS4 inh -42%, 12-LOX inh -7% and BAZ2B inh -7%.
For Cc1cc(C)n2c(SCC(=O)Nc3ncc(C(F)(F)F)cc3Cl)nnc2n1 the results were G9a block inconclusive, ERG Ets-DNA blk 6%, PI4K2A block 0, HP1b binding inh 74%[activator], JMJD2A Tudor inh -4%, GLS inhibitor 6%, RGS4 inh 15%, 12-LOX inh inconclusive and BAZ2B inh -5%.
For CCC1(c2ccc(F)cc2)NC(=O)N(CC(=O)NCC(=O)Nc2cccc(C)c2C)C1=O (stereo not drawn) the results were G9a block -4%, ERG Ets-DNA blk 0%, PI4K2A block -3, HP1b binding inh 29%, JMJD2A Tudor inh -14%, GLS inhibitor 2%, RGS4 inh 6%, 12-LOX inh 6% and BAZ2B inh 13%.
`CCn1c(=O)c(=O)n(CC)c2cc(N3CCCCC3)c(NC(=O)c3cccc(F)c3)cc21` gave G9a block -24%[59 µM], ERG Ets-DNA blk 2%, PI4K2A block 0, HP1b binding inh 14%, JMJD2A Tudor inh -4%, GLS inhibitor -3%, RGS4 inh -4%, 12-LOX inh -27% and BAZ2B inh 3%.
O=C1CCCN1c1ccc(S(=O)(=O)N2CCN(c3ccccn3)CC2)cc1 was read as G9a block -10%[59 µM], ERG Ets-DNA blk -16%, PI4K2A block 0, HP1b binding inh 32%, JMJD2A Tudor inh -3%, GLS inhibitor 2%, RGS4 inh 12%, 12-LOX inh 1% and BAZ2B inh -9%.
`Cc1cc2c(=O)n(CC(=O)NCC(=O)Nc3ccc(C(C)C)cc3)cnc2s1` gave G9a block 12%, ERG Ets-DNA blk -4%, PI4K2A block 0, HP1b binding inh 19%, JMJD2A Tudor inh 1%, GLS inhibitor -18%, RGS4 inh 33%, 12-LOX inh -6% and BAZ2B inh -3%.
Screening Cc1nc2ccccc2c(=O)n1NC(=O)/C=C/c1ccccc1 returned G9a block 15%[59 µM], ERG Ets-DNA blk 4%, PI4K2A block 4, HP1b binding inh 25%, JMJD2A Tudor inh -8%, GLS inhibitor -16%, RGS4 inh 4%, 12-LOX inh -12% and BAZ2B inh 10%.
FC(F)(F)c1cc(C(F)(F)F)c2ccc(N/N=C/c3ccccc3)nc2n1 was read as G9a block -8%[59 µM], ERG Ets-DNA blk -13%, PI4K2A block 2, HP1b binding inh 41%[activator], JMJD2A Tudor inh -11%, GLS inhibitor 5%, RGS4 inh -9%, 12-LOX inh 21% and BAZ2B inh 3%.
For CC(=NCCCN(C)C)C1=C(O)c2ccccc2C1=O the results were G9a block -43%, ERG Ets-DNA blk -9%, PI4K2A block -5, HP1b binding inh 21%, JMJD2A Tudor inh -12%, GLS inhibitor 7%, RGS4 inh 19%, 12-LOX inh 0% and BAZ2B inh -4%.
For CCOC(=O)c1c(NC(=O)COc2ccc(Cl)cc2C)sc(C(C)=O)c1C the results were G9a block 9%[59 µM], ERG Ets-DNA blk -3%, PI4K2A block 1, HP1b binding inh 35%, JMJD2A Tudor inh -5%, GLS inhibitor 0%, RGS4 inh -6%, 12-LOX inh -12% and BAZ2B inh 0%.
`CCc1ccc2occ(CC(=O)Nc3c(C(=O)Nc4ccc(C)cc4)oc4ccccc34)c2c1` gave G9a block -24%[59 µM], ERG Ets-DNA blk 1%, PI4K2A block 0, HP1b binding inh 15%, JMJD2A Tudor inh -2%, GLS inhibitor 1%, RGS4 inh inconclusive, 12-LOX inh -1% and BAZ2B inh -6%.
`COCc1cc(C)nc(OCC(=O)N/N=C/c2ccc(-c3cc([N+](=O)[O-])ccc3Cl)o2)c1C#N` gave G9a block 22%[59 µM], ERG Ets-DNA blk 3%, PI4K2A block -4, HP1b binding inh 48%[activator], JMJD2A Tudor inh -4%, GLS inhibitor 2%, RGS4 inh inconclusive, 12-LOX inh 1% and BAZ2B inh -8%.
Screening COc1ccc(-c2c3c(nc4sc(C(=O)Nc5ccccc5)c(N)c24)CCC3)cc1 returned ERG Ets-DNA blk 2%, PI4K2A block -3, HP1b binding inh 16%, JMJD2A Tudor inh 3%, GLS inhibitor 7%, RGS4 inh inconclusive and 12-LOX inh 0%.
Screening Cc1ccc(N/C(N)=N/c2nc(CSc3nnc(C)s3)cc(=O)[nH]2)c(C)c1 returned G9a block 7%, ERG Ets-DNA blk -2%, PI4K2A block 1, HP1b binding inh 39%[activator], JMJD2A Tudor inh -14%, GLS inhibitor 5%, RGS4 inh -6%, 12-LOX inh 4% and BAZ2B inh 2%.
Screening c1ccc2c(c1)CN1CCCC1=N2 returned G9a block 13%, ERG Ets-DNA blk 5%, PI4K2A block 0, HP1b binding inh 24%, JMJD2A Tudor inh -1%, GLS inhibitor 10%, RGS4 inh 1%, 12-LOX inh 13% and BAZ2B inh 2%.
For CCCN1CCN(C(=O)c2ccc(CS(=O)c3ccc(Cl)cc3)o2)CC1 (stereo not drawn) the results were G9a block 1%, ERG Ets-DNA blk -7%, PI4K2A block -2, HP1b binding inh 72%[activator], JMJD2A Tudor inh -9%, GLS inhibitor -2%, RGS4 inh -14%[56.9 µM], 12-LOX inh 1% and BAZ2B inh -27%.
`CC(C)n1c(-c2ccco2)csc1=Nc1cccnc1` gave G9a block 13µM*, ERG Ets-DNA blk -1%, PI4K2A block -8, HP1b binding inh inconclusive, JMJD2A Tudor inh 56µM*, GLS inhibitor -2%, RGS4 inh -16%, 12-LOX inh inconclusive and BAZ2B inh 28µM*.
Screening Cc1cccc(NC(=O)c2cc(NC(=O)c3ccco3)ccc2Cl)n1 returned G9a block -3%[12.7 µM], ERG Ets-DNA blk 3%, PI4K2A block -6, HP1b binding inh 44%, JMJD2A Tudor inh -2%, GLS inhibitor 1%, RGS4 inh 9%, 12-LOX inh 29% and BAZ2B inh 6%.
Screening Cc1cc(C)c2c(n1)nn1c(C)c(CCC(=O)Nc3ccc(C)c(Cl)c3)c(C)nc21 returned G9a block 3%[59 µM], ERG Ets-DNA blk 0%, PI4K2A block -10, HP1b binding inh 14%, JMJD2A Tudor inh -14%, GLS inhibitor -6%, RGS4 inh 25%, 12-LOX inh -4% and BAZ2B inh -9%.
`CCCOc1cccc(NC(=O)c2c(-c3ccccc3Cl)noc2C)c1` gave G9a block 15%[59 µM], ERG Ets-DNA blk -2%, PI4K2A block -2, HP1b binding inh 66%[activator], JMJD2A Tudor inh 14%, GLS inhibitor 5%, RGS4 inh 14%, 12-LOX inh -10% and BAZ2B inh 14%.
For COc1ccc(S(=O)(=O)c2c(O)c3ccc(C(=O)Nc4ccccc4Cl)cc3[nH]c2=O)cc1 the results were G9a block 18%[59 µM], ERG Ets-DNA blk 9%, PI4K2A block 0, HP1b binding inh 49%[activator], JMJD2A Tudor inh inconclusive, GLS inhibitor 11%, RGS4 inh -21%[56.9 µM], 12-LOX inh -7% and BAZ2B inh -2%.
`COc1cc(C(=O)Nc2nc(C)cc(C)n2)cc(OC)c1OC` gave G9a block 3%, ERG Ets-DNA blk 6%, PI4K2A block -3, HP1b binding inh 1%, JMJD2A Tudor inh -9%, GLS inhibitor 0%, RGS4 inh 11%, 12-LOX inh inconclusive and BAZ2B inh -2%.
CN1CCN(c2ccc(NC(=O)c3ccc4c(c3)[nH]c(=O)n4Cc3ccc(F)cc3)cc2)CC1 was read as G9a block inconclusive, PI4K2A block 2, HP1b binding inh -20%, JMJD2A Tudor inh inconclusive, GLS inhibitor 11%, RGS4 inh -16%, 12-LOX inh inconclusive and BAZ2B inh inconclusive.
`Cc1ccc(C2CC2C(=O)NNC(=S)Nc2ccc(Cl)cc2)cc1` (stereo not drawn) gave G9a block 25µM*, ERG Ets-DNA blk -11%, PI4K2A block -6, HP1b binding inh -18%, JMJD2A Tudor inh -28%, RGS4 inh -8%, 12-LOX inh 45µM* and BAZ2B inh -8%.

Some of the compounds tested; rates above refer to the full screens.
